# Compound activity (PubChem BioAssay)
# CCT chaperon mod: changes cytosolic chaperonin activity | activity change, % (test concentration not listed), hits read low | purified chaperonin ATPase assay, HTRF ADP detection, 30 min | 360,000 tested, 0.3% active; in the data active means activity change below about -30%; further: on the % scale 0 is the no-effect control and ±100 the full control effect
#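 First, chaperonin was dispensed at 40 nM or 20 nM final depending on batch activity. Next, compounds were pinned at 76 uM and ATP added at 10 uM. After 30 min at 37 °C, ADP detection reagents ran 30 min at ambient temperature.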
# PLK1 PBD block: inhibitors of human PLK1 polo-box domain binding. AID 720504. Potency, µM, without a hit: max response, negative = inhibition, actives largely listed as inhibitors. 360,000 tested, 2.8% active. Plk1 PBD binding of FITC phosphopeptide, fluorescence polarization; further: potency means the concentration at half of the fitted maximal effect; series mostly up to about 57 µM; on the % scale 0 is the no-effect control and ±100 the full control effect; nearly all actives have a fitted effect of over 65% in size
# WRN helicase inh: WRN helicase (human) inhibition | Q14191 | WRN helicase unwinding, fluorescent forked duplex, kinetic | Potency, µM (titrated, usually from 114 µM), for the others: top-dose activity change, negative = inhibition, usual class: inhibitors | 360,000 tested, 0.46% active; further: potency means the concentration at half of the fitted maximal effect; on the % scale 0 is the no-effect control and ±100 the full control effect; nearly all actives have a fitted effect of over 55% in size
#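 WRN at 20 nM final was preincubated with compound for 15 min at room temperature; reaction started with 100 nM forked duplex oligonucleotide carrying fluorophore and quencher plus 2 mM ATP (final). Unwinding followed kinetically by red fluorescence (ex 525/em 598 nm).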
# EPAC1 antagonist: antagonists of human EPAC1; O95398; EPAC1 GEF assay, Rap1b-BODIPY-GDP exchange fluorescence; Potency, µM (series often up to 115 µM), without a hit: at the highest dose activity change, negative = inhibition, usual class: inhibitors; 360,000 tested, 0.14% active;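 further: potency means the concentration at half of the fitted maximal effect; plate controls were vehicle for no effect and positive control for full effect; nearly all actives have a fitted effect of over 50% in size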
# Target sequence (O95398 whole entry, looked up): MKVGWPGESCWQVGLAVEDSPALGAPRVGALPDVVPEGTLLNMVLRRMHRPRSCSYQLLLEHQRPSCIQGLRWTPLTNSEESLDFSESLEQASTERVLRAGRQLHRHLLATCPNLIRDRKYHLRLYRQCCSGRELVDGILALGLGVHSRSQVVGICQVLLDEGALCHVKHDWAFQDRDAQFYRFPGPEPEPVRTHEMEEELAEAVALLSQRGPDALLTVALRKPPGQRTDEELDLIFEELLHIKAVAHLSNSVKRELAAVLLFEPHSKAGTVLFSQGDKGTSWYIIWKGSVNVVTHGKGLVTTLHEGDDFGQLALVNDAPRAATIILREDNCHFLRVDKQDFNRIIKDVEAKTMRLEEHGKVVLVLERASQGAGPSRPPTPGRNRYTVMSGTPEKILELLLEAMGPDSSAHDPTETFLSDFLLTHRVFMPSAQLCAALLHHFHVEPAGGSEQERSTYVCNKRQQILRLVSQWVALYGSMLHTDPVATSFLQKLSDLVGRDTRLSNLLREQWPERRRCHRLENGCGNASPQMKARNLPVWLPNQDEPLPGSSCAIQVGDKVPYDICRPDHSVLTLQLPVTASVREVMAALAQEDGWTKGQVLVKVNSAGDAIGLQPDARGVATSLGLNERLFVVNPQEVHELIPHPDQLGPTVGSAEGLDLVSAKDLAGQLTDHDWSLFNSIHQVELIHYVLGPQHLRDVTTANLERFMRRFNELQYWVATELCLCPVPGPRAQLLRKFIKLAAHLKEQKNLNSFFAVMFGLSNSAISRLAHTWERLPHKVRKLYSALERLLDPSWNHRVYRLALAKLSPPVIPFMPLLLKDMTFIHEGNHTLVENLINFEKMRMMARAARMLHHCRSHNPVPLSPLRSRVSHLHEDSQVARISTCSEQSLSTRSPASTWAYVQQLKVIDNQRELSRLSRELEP
# EPAC1 ag: EPAC1 (human) agonism. O95398. EPAC1 agonist qHTS, biochemical assay; response scale: 100% = response to 6.5 mM cAMP. Potency, µM (series often up to 154 µM), for the others: at the highest dose activation, most hits filed as activators. 360,000 tested, 0.073% active; further: potency means the concentration at half of the fitted maximal effect; nearly all actives have a fitted effect of over 60% in size
#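 Normalized to 6.5 mM cAMP, activity reflects EPAC1-catalysed release of BODIPY-GDP from Rap1B, followed kinetically over 30 min at 480 nm excitation, 540 nm emission. Reaction contained 100 nM EPAC1, 250 nM Rap1B-BODIPY-GDP, 50 uM GDP.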
# PI5P4Ka inh: PI5P4K alpha (human) kinase inhibition | P48426 | PI5P4Kalpha enzyme, ADP-Glo luminescence, 60 min; hits give low values | max response, % | 330,000 tested, 1.2% active; active means max response of -50% or lower; inconclusive means between -30% and -50%; inactive means -30% or higher; further: value at the top dose of about 77 µM; on the % scale 0 is the no-effect control and ±100 the full control effect
#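 ADP-Glo luminescence end-point after a 60 min room-temperature kinase reaction. PI5P4Kalpha and substrate in HEPES pH 7.4 buffer with EGTA, 0.1% CHAPS and 5% DMSO; ATP at 5 microM final.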
# EPAC2 ag: activates human EPAC2 exchange factor; Q8WZA2; EPAC2 activation, biochemical qHTS; response scale: 100% = 6.5 mM cAMP response; Potency, µM (series often up to 154 µM), inactives show at the highest dose activation, actives largely listed as activators; 360,000 tested, 0.079% active; AID 720711; further: potency means the concentration at half of the fitted maximal effect; nearly all actives have a fitted effect of over 50% in size
#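 Each well held 100 nM EPAC2, 250 nM RAP1B-BODIPY-GDP and 50 uM GDP. Fluorescence, read at 5-min intervals to 30 min, was referenced to a 6.5 mM cAMP positive control.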
# IL-2 act: IL-2 activation; IL-2 activation reporter assay, cell-based qHTS; stimulated with anti-CD3/CD4/CD28 beads; in transgenic mouse T cells; 360,000 tested, 0.065% active; activation, % (series mostly up to about 46 µM); in the data active means activation above about 50%; inconclusive means mostly about 30% to 49%; further: 0% is about no effect
#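 Quantitative HTS in unstimulated transgenic mouse T cells, with memory T cells as non-tolerant control and PMA/ionomycin as tolerance-bypass control. Compound pretreatment lasted 60 minutes before 18 h bead stimulation; EGFP/DsRed fluorescence read.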
# Starred values were filed as active, the others as inactive; ? = inconclusive; / = no result given; [ ] = dose if it differs, or a comment. Unless noted, the call rests on the fitted dose curve; in most records, active means well fitted curve in the direction sought with a large enough effect; inconclusive means small, poorly fitted or top-dose-only effect, or another doubt; inactive means no such curve, though single readings can be large; an effect the other way counts as inactive or inconclusive.
no.	SMILES	CCT chaperon mod	PLK1 PBD block	WRN helicase inh	EPAC1 antagonist
1	c1ccc(C(Cc2nc(-c3ccncc3)no2)c2ccccc2)cc1	1.4	-3%	-11%	0%
2	Cc1nnc(NC(=O)CSc2ccc(-c3ccc(Cl)cc3)nn2)s1	-1.6	1%	3%	11%
3	CCCOc1ccc(N2C(=O)CC(SCCc3nc4ccccc4[nH]3)C2=O)cc1 (stereo unspecified)	-1.6	-2%	7%	-12%
4	O=C1c2ccc(Oc3ccc4c(c3)C(=O)N(CCCCO)C4=O)cc2C(=O)N1CCCCO	-4.6	-1%	-4%	0%
5	CCOC(=O)c1c(C)[nH]c(C(=O)N2CCCC(C(=O)c3cccc(OC)c3)C2)c1C (stereo unspecified)	0.2	-4%	-4%	15%
6	COc1ccc(/C=N/NC(=O)c2ccoc2C)cc1O	-5.2	-12%	-2%	3%
7	O=C(Nc1ccc(F)cc1)N(CCCN1CCOCC1)Cc1cc2cc3c(cc2[nH]c1=O)OCO3	-0.4	2%	-18%	22%
8	CC1=C(C(=O)Nc2ccccc2)C(c2ccc(O)cc2)N2C(=O)CSC2=N1 (stereo unspecified)	-1.1	-8%	-21%	-25%
9	CSCCC(NC(=O)c1ccccc1Cl)C(=O)N1CCN(C(c2ccccc2)c2ccccc2)CC1 (stereo unspecified)	0.5	3%	-14%	0%
10	Cc1ccc(N(C)S(=O)(=O)c2ccc(-c3cc(C)no3)s2)cc1	1.3	2%	-4%	-7%
11	COc1ccc(-c2cn3cc(C)ccc3n2)cc1Br	-1.2	-15%	-7%	?
12	CCCc1nnc(SCC(=O)N2CCCCC2C)n1CC (stereo unspecified)	-2.8	-15%	5%	-8%

no.	EPAC1 ag	PI5P4Ka inh	EPAC2 ag	IL-2 act
1	20%	1	18%	-2.6
2	5%	-11	-7%	-1.0
3	-6%	5	-1%	2.0
4	0%	1	-12%	-0.2
5	-1%	0	5%	0.3
6	-1%	-11	8%	0.5
7	0%	3	2%	-4.8
8	10%	-16	10%	-1.4
9	0%	10	13%	-3.5
10	-1%	3	14%	-0.5
11	14%	-1	12%	-2.8
12	1%	0	-2%	-2.6

# Remaining list, next part
no.	SMILES	CCT chaperon mod	PLK1 PBD block	WRN helicase inh	EPAC1 antagonist
13	COc1cc(C(=O)NCCOc2ccc(F)cc2)c(Br)c(OC)c1OC	-2.5	-11%	2%	11%
14	C#CCn1cccc(C(=O)Nc2ccc(OC)cc2)c1=O	1.4	-5%	2%	-4%
15	COc1ccc(-c2oc3ccc(-c4cc(OC)c(OC)c(OC)c4)cc3c2-c2ccc(OC)nc2)cc1	-0.1	-1%	2%	-22%
16	CC(C)(C)NC(=O)C1(C)CCC(=O)N1C1CCN(Cc2ccccc2)CC1 (stereo unspecified)	-0.4	6%	5%	2%
17	CCc1cccc(N=c2c([N+](=O)[O-])nn(-c3ccc(Cl)cc3)n2O)c1	-2.8	-7%	-3%	-6%
18	CC(C)C(=O)NC(=S)Nc1ccccc1C(=O)Nc1ccccc1	1.3	-6%	-7%	-3%
19	O=C(NNC(=O)c1ccc(Br)o1)c1ccc(NC(=O)c2ccccc2)cc1	1.2	-2%	-11%	-12%
20	COc1ccc(-c2nc3cc(C)ccn3c2NCc2ccc3c(c2)OCO3)cc1	2.0	-2%	-10%	-8%
21	COc1ccc(-c2oc3cc(OC(C)=O)cc(OC(C)=O)c3c(=O)c2OC)cc1	-2.1	-27%	1%	-13%
22	CCOc1ncccc1C(=O)Nc1ccc(-c2cn3ccsc3n2)cc1	0.2	-4%	3%	12%
23	Cc1sc2ncn(CC(=O)N(C)C3CCCCC3)c(=O)c2c1C	0.5	-3%	-4%	-4%
24	C=CCN=C(NC#N)SC	-1.3	-18%	14%	-3%

no.	EPAC1 ag	PI5P4Ka inh	EPAC2 ag	IL-2 act
13	-8%	1	4%	-5.0
14	-6%	0	6%	0.3
15	4%	21	8%	-2.5
16	-4%	0	-4%	2.1
17	24%	/	8%	-0.7
18	11%	/	7%	-0.8
19	-6%	-3	-5%	0.1
20	8%	-4	12%	-1.1
21	10%	-4	18%	0.3
22	2%	/	-7%	8.7
23	4%	-4	2%	-0.5
24	4%	-1	8%	-3.2

# Compounds 12 to 21, quoted:
no.	SMILES	CCT chaperon mod	PLK1 PBD block	WRN helicase inh	EPAC1 antagonist
12	CCCc1nnc(SCC(=O)N2CCCCC2C)n1CC (stereo unspecified)	-2.8	-15%	5%	-8%
13	COc1cc(C(=O)NCCOc2ccc(F)cc2)c(Br)c(OC)c1OC	-2.5	-11%	2%	11%
14	C#CCn1cccc(C(=O)Nc2ccc(OC)cc2)c1=O	1.4	-5%	2%	-4%
15	COc1ccc(-c2oc3ccc(-c4cc(OC)c(OC)c(OC)c4)cc3c2-c2ccc(OC)nc2)cc1	-0.1	-1%	2%	-22%
16	CC(C)(C)NC(=O)C1(C)CCC(=O)N1C1CCN(Cc2ccccc2)CC1 (stereo unspecified)	-0.4	6%	5%	2%
17	CCc1cccc(N=c2c([N+](=O)[O-])nn(-c3ccc(Cl)cc3)n2O)c1	-2.8	-7%	-3%	-6%
18	CC(C)C(=O)NC(=S)Nc1ccccc1C(=O)Nc1ccccc1	1.3	-6%	-7%	-3%
19	O=C(NNC(=O)c1ccc(Br)o1)c1ccc(NC(=O)c2ccccc2)cc1	1.2	-2%	-11%	-12%
20	COc1ccc(-c2nc3cc(C)ccn3c2NCc2ccc3c(c2)OCO3)cc1	2.0	-2%	-10%	-8%
21	COc1ccc(-c2oc3cc(OC(C)=O)cc(OC(C)=O)c3c(=O)c2OC)cc1	-2.1	-27%	1%	-13%

no.	EPAC1 ag	PI5P4Ka inh	EPAC2 ag	IL-2 act
12	1%	0	-2%	-2.6
13	-8%	1	4%	-5.0
14	-6%	0	6%	0.3
15	4%	21	8%	-2.5
16	-4%	0	-4%	2.1
17	24%	/	8%	-0.7
18	11%	/	7%	-0.8
19	-6%	-3	-5%	0.1
20	8%	-4	12%	-1.1
21	10%	-4	18%	0.3

# Additional compounds follow:
no.	SMILES	CCT chaperon mod	PLK1 PBD block	WRN helicase inh	EPAC1 antagonist
25	FC(F)(F)c1ccc(CN2CCCCCC2)cc1	2.8	-8%	-2%	-7%
26	CNC(C)C#Cc1c(-c2cc(OC)c(OC)c(OC)c2)noc1C (stereo unspecified)	1.7	0%	-1%	-5%
27	COc1ccc(C(=O)COC(=O)COc2cc(C)cc(C)c2)cc1	0.2	3%	-16%	-13%
28	COC(=O)c1ccc(NC(=O)CNC(=O)C2CCCCC2)cc1	-0.3	-6%	-6%[57.1 µM]	12%
29	NC(=O)c1cc2ccncc2c2ccccc12	0.8	-10%	-5%	2%
30	O=C(OCCO)c1cc(Cl)c(C(=O)OCCO)cc1Cl	1.5	-19%	5%	-8%
31	COc1ccc(CSc2nc3ccccc3c(=O)n2CCCN2CCOCC2)cc1F	-9.3	-5%	-1%	-1%
32	Cc1ccc(NC(=O)C(=O)NCC2CCCN2S(=O)(=O)c2cccs2)c(C)c1 (stereo unspecified)	-2.4	-4%	1%	-5%
33	O=C(CN1CCN(S(=O)(=O)N2CCCCCC2)CC1)Nc1ccc(Br)cc1	-0.3	7%	-27%	2%
34	CCN(c1ccc(OC)cc1)S(=O)(=O)N1CCCC(C(=O)NCc2ccc(OC(C)C)cc2)C1 (stereo unspecified)	2.6	7%	12%	5%
35	CCOC(=O)c1c(C)[n+](-c2ccc(C)cc2)c(CC)c2cc(OC)c(OC)cc12	-0.2	-3%	2%	18%
36	CN(C)/C=C(/C(=O)c1ccc(Cl)cc1Cl)S(=O)(=O)c1ccc(Cl)cc1	-2.4	-15%	-1%	-1%

no.	EPAC1 ag	PI5P4Ka inh	EPAC2 ag	IL-2 act
25	5%	/	8%	-0.2
26	11%	-1	0%	-0.1
27	3%	16	15%	-2.4
28	-2%	/	6%	-2.0
29	-11%	-4	3%	-0.4
30	2%	-1	-1%	1.6
31	1%	3	5%	3.0
32	16%	0	1%	-1.0
33	-2%	1	6%	-0.3
34	8%	0	3%	-3.0
35	4%	1	2%	-0.7
36	5%	-1	3%	-0.8

# Following part.
no.	SMILES	CCT chaperon mod	PLK1 PBD block	WRN helicase inh	EPAC1 antagonist
37	Cc1cccc(C)c1NC(=O)c1csc([C@@H]2O[C@H](CO)[C@H](O)[C@H](O)[C@H]2O)n1	-1.5	4%	4%	13%
38	O=C(CN1CCOc2ccccc21)NCc1cccs1	-1.7	-17%	-4%	-5%
39	O=S(=O)(N1CCCCC1)N1CCN(S(=O)(=O)N2CCCCC2)CC1	-0.7	0%	-4%	-8%
40	Cc1cc(C(=O)N/N=C/c2ccc(N(C)C)cc2)c2ccccc2n1	-1.9	-6%	0%	-20%
41	Cc1ccc(C(=O)NCC(=O)N2CCCN(S(=O)(=O)c3ccc(C)cc3)CC2)cc1	-0.8	-7%	-3%	-19%
42	O=C(N/C=N/O)C1=NOC(CNc2ncc(C(F)(F)F)cc2Cl)C1 (stereo unspecified)	-0.5	2%	4%	-4%
43	CC1CCOC2(O1)C(=O)N(CN1CCN(c3ccccc3F)CC1)c1ccccc12 (stereo unspecified)	0.1	-4%	-7%	-4%
44	CCOC(=O)c1ccccc1NC(=O)CC1SC(=NC)N(C)C1=O (stereo unspecified)	-2.6	-2%	9%	7%
45	O=C(Nc1ccccc1)c1ccc(NCC2CCCO2)c([N+](=O)[O-])c1 (stereo unspecified)	-5.3	-5%	0%	-9%
46	O=[N+]([O-])c1cccc(/C=N/NS(=O)(=O)c2ccccc2)c1	-0.3	0%	-1%	8%
47	COCCOC(=O)c1c(C)oc2ccc(OC(=O)c3ccc4c(c3)OCO4)cc12	-1.7	-3%	0%	-2%
48	COc1ccccc1NS(=O)(=O)c1cccc(C(=O)N/N=C(\C)c2ccncc2)c1	-1.2	-3%	4%	12%

no.	EPAC1 ag	PI5P4Ka inh	EPAC2 ag	IL-2 act
37	5%	-5	3%	0.1
38	10%	/	11%	2.2
39	2%	3	0%	-0.4
40	4%	-4	-8%	-0.1
41	10%	6	6%	-0.1
42	1%	7	-1%[15.6 µM]	0.5
43	1%	14	-8%	-0.2
44	-8%	4	2%	0.9
45	-2%	-6	2%	-1.8
46	2%	1	8%	0.3
47	6%	17	4%	-2.5
48	7%	-3	-2%	-4.1

# Only part of the results is shown. The share of hits here may be higher or lower than overall.
